Screening data: PubChem BioAssay, several laboratories
phage Ecoli inh – E. coli growth loss with phage present; growth absorbance; inhibition, % at 11.9 µM; actives 0.26% (n = 360,000); AID 651602; in the data active = inhibition above about 11%
CAL PDZ FP-1 – human CAL PDZ-peptide interaction inhibition; inhibition, % at 20 µM; AID 504414; actives 0.02% (n = 330,000); purified CAL PDZ, TMR-peptide fluorescence polarization, 1 h;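 active = highest replicate inhibition of at least 40%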;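 note: plate controls were DMSO neutral control wells for no effect and unlabeled competitor peptide control wells for full effect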
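Material – purified CerCALP PDZ construct · Detection – FP readout, S and P plane fluorescence · Measure – percent inhibition from loss of millipolarization · Controls – unlabelled peptide for full inhibition, DMSO wells as neutral · Probe or stimulus – TMR-labelled reporter peptide T*-PRC34 bound in PDZ groove · Times – 1 h at RT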
SR-BI uptake up – activators of SR-BI mediated HDL lipid uptake; activation, % at 12.5 µM; actives 0.096% (n = 320,000); AID 504775; CHO ldlA[mSR-BI] cells, DiI-HDL uptake fluorescence, 3 h; 100 = double the neutral-control signal;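 active = mean replicate activation of at least 60% and every replicate at or above 60%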;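 note: 0% = median plate neutral-control signal and 100% = twice that signal; values of inactives mirror those of a sister screen read the other way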
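Test system: SR-BI-overexpressing, LDLR-lacking CHO cells; Also added: labelled HDL, 10 µg/mL; Measured by: bottom-read cell fluorescence after medium removal, ex 550/em 595 nm; Timing: 3 h uptake period with compound, 37 °C; Buffer or medium: F12, 0.5% BSA, 25 mM HEPES; Doses: single compound concentration, delivered by pin transfer.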
AddAB inh – less growth of phage-infected E. coli with AddAB; E. coli expressing H. pylori AddAB, absorbance growth; inhibition, % at 11.9 µM; actives 0.29% (n = 330,000); in the data active = inhibition above about 12%;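 note: 0% = vehicle wells of infected cells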
Tat export inh – E. coli Tat transport inhibition; actives 0.036% (n = 340,000); inhibition, % at 10 µM; E. coli MC4100 TorA-mCherry Tat export, fluorescence; AID 488895;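 active = mean replicate inhibition at least 50% and at least half of replicates individually reaching 50%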;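 note: exported cargo escapes ClpAP degradation while cytoplasmic cargo is degraded and loses fluorescence; 0% = median of neutral control wells and 100% = median of NaSCN control wells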
SR-BI DiI inh – mouse SR-BI HDL lipid transfer inhibition; actives 0.96% (n = 320,000); ldlA[mSR-BI] CHO cells, DiI-HDL uptake fluorescence, 3 h; inhibition, % at 12.5 µM; Q61009;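 active = mean replicate inhibition of at least 70% and a set share of replicates each scoring 70 or more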;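 note: 0% = median of neutral control wells and 100% = median of positive control wells; values of inactives mirror those of a sister screen read the other way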
Target sequence (Q61009 whole entry, looked up): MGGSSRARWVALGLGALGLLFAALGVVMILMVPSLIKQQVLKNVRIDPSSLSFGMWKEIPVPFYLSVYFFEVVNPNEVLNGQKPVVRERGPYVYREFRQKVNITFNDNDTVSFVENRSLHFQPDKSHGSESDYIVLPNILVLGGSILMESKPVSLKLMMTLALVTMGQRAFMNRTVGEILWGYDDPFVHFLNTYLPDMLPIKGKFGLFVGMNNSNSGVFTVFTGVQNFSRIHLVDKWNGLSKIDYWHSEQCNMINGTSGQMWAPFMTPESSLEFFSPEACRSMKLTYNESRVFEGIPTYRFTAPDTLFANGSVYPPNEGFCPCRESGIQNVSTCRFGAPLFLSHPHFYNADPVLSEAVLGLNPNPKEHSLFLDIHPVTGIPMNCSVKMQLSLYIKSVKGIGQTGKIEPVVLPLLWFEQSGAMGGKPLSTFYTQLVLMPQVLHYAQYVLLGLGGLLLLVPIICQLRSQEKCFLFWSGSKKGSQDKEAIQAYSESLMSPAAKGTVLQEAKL
CAL PDZ FP-2 – blocks peptide binding to the human CAL PDZ domain; purified CAL PDZ, TMR-peptide fluorescence polarization, 1 h; inhibition, % at 24.9 µM; actives 0.92% (n = 300,000); AID 602252;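 active = mean inhibition of at least 30% with at least half of replicates also reaching 30%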;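 note: 0% = DMSO neutral control and 100% = excess unlabeled competitor peptide PRC23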
MITF act – increases MITF-driven TRPM1 promoter luciferase signal; actives 0.75% (n = 300,000); SK-MEL-5 TRPM1-promoter luciferase, 24 h; % of positive control, neutral wells = 0; activation, % at 12.5 µM;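 active = mean activation of at least 80% with every replicate also reaching 80%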;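 note: 0% = neutral control wells and 100% = parthenolide positive control wells; values of inactives mirror those of a sister screen read the other way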
Wnt bcat act – Wnt/beta-catenin pathway activation; Wnt/beta-catenin reporter cell assay, activator, plate reader; activation, % at 9.35 µM; actives 1.2% (n = 300,000); AID 743398; in the data active = activation above about 30%, passing the limit was not always enough;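 note: 0% = neutral control wells and 100% = positive control wells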
E coli growth – counter-screen for AddAB inhibitors: E. coli growth inhibition | AID 449728 | E. coli V3065 growth, OD600 absorbance, 18 h | inhibition, % at 11.9 µM | actives 0.27% (n = 330,000);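 active = inhibition above the campaign's mean inhibition across all tested compounds plus 3 SD, cut at about 9.9% in these data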;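 note: uninfected addAB+ strain grown without phage in ampicillin broth; 0% = DMSO wells and 100% = ciprofloxacin 0.95 µg/ml wells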
Numbers without * were called inactive; . = no result given.

SMILES	phage Ecoli inh	CAL PDZ FP-1	SR-BI uptake up	AddAB inh	Tat export inh	SR-BI DiI inh	CAL PDZ FP-2	MITF act	Wnt bcat act	E coli growth
Nn1c(SC/C=C/c2ccccc2)nnc1-c1cccnc1	2.0	-1.1	-13	0.0	5	13	.	-7	.	-0.8
CC(C)CNC(=O)c1ccc(COc2ccc(Cl)cc2Cl)o1	6.3	-0.7	-31	1.3	19	31	-4	-1	.	-0.4
O=c1c(Cc2ccc(F)cc2)c(O)ccn1C1CCCCC1	1.4	-0.3	33	1.5	9	-33	-2	-5	.	0.6
COc1ccc(-c2cc(C(=O)N3CC(C)CC(C)C3)c3ccccc3n2)cc1 (centres undefined)	3.0	-1.1	-35	0.7	5	35	-5	2	4	-1.1
COc1ccc(CNC(=O)C(OC(=O)c2ccco2)c2ccc(F)cc2)cc1 (centres undefined)	0.8	-2.4	20	3.6	7	-20	-4	10	0	0.2
Cc1nn(Cc2cccc(C(=O)NC(C)c3ccc(C(C)(C)C)cc3)c2)c(C)c1[N+](=O)[O-] (centres undefined)	3.9	-1.3	-33	-1.8	6	33	-2	-14	.	-2.0
Cn1ncc(Br)c1NC(=O)c1cc(Cl)cc(Cl)c1	.	-1.6	12	3.3	8	-12	1	4	.	-2.6
CN(Cc1cc2ccccc2[nH]c1=O)S(=O)(=O)c1ccccc1	3.1	-0.7	15	1.7	7	-15	.	17	.	1.1
Cc1nc(=O)c(-c2ccccc2)c(C)n1-c1cccc(C(=O)O)c1	2.4	0.6	-2	3.9	3	2	.	.	.	-0.1
COc1ccccc1NC(=O)/C(=C/c1cccs1)NC(=O)c1ccco1	1.9	-0.1	8	0.9	0	-8	.	.	-1	1.5
CCCCOc1ccc(NC(=O)CSc2cccc3cccnc23)cc1	3.0	-2.4	7	1.8	10	-7	-3	-9	8	-1.5
CCOc1ccc(S(=O)(=O)N2CCN(C(=O)Cc3ccc(S(=O)(=O)N4CCOCC4)s3)CC2)cc1	-1.9	-1.7	4	2.2	8	-4	6	-16	-6	2.4
COc1ccc(C)cc1NC(=O)CSc1ccc(-c2cccnc2)nn1	4.2	-2.7	.	0.2	0	.	-4	-1	-2	-0.7
O=C(N/N=C/c1cccs1)[C@H]1C[C@@H]1c1ccccc1	2.3	-1.4	20	5.6	-3	-20	.	8	.	-0.3
Cc1ccc(OCCCC(=O)NNC(=O)c2ccccn2)cc1	-0.5	-0.3	10	-6.6	-6	-10	-2	-6	-3	-12
O=C(COC(=O)COc1ccccc1[N+](=O)[O-])Nc1ccc(S(=O)(=O)N2CCCCC2)cc1	0.5	-1.1	0	1.9	0	0	0	.	.	1.5
COC(=O)CCS(=O)(=O)c1ccc(NC(C)=O)cc1	-0.7	0.7	-4	0.8	-2	4	-2	-9	-1	3.0
N#Cc1nc(COc2ccccc2)oc1N1CCOCC1	2.7	.	-15	-1.4	5	15	-9	20	-2	-1.1
Cc1cc(C)nc(NS(=O)(=O)c2ccc(NC(=S)NC(=O)C3CCCC3)cc2)n1	1.4	0.4	9	-0.1	0	-9	-3	-9	-4	-0.1
COC(=O)/C(=C\C(=O)c1ccccc1)Nc1ccc(OC)cc1	4.8	-1.6	-2	5.3	-1	2	-5	.	29	0.7
Cc1c(OCC(=O)C(C)(C)C)ccc2c3c(c(=O)oc12)CCCC3	2.2	1.2	-30	1.2	-5	30	-3	23	1	2.7
CCOC(=O)N1CCN(S(=O)(=O)N2CCCC(C(=O)NCc3ccc(OC)cc3OC)C2)CC1 (centres undefined)	3.4	-2.6	-11	-2.7	0	11	-1	0	-1	0.2
C=C[C@H]1C(O[C@@H]2O[C@H](CO)[C@@H](O)[C@H](O)[C@H]2O)OC=C2C(=O)N3CCc4cc(OC)c(O)cc4[C@H]3C[C@H]21 (some centres undefined)	0.5	1.2	-2	0.2	-5	2	-2	10	-1	-2.0
COC1OC2COC(c3ccccc3)OC2C(O)C1NC(=O)c1ccccc1 (centres undefined)	1.5	-0.7	12	.	0	-12	-2	4	-2	.
Cc1cc(C)n2nc(C(=O)N/N=C/C=C/c3ccccc3)nc2n1	-0.6	.	.	-0.3	.	.	.	.	1	1.6
CCc1[nH]nc(C(=O)N2CCCC(C(=O)c3cccc(C(F)(F)F)c3)C2)c1C (centres undefined)	1.5	-0.1	0	4.0	3	0	4	-2	-4	-2.3
CCCCCCSc1ccc(-c2nc3ccc(C)cn3c2NC2CCCCC2)cc1	0.2	-1.6	-39	2.7	-10	39	-4	-4	-5	-0.5
CC(O)c1cc2c(s1)c1cnn(Cc3ccccc3F)c(=O)c1n2C (centres undefined)	.	-1.9	3	2.5	-7	-3	-1	2	.	0.4
CC(C)[C@H](NS(=O)(=O)c1ccc2c(c1)OCCO2)C(=O)OCC(=O)Nc1ccccc1	-0.1	-0.3	11	-1.8	0	-11	-4	11	.	-0.5
CNC(=O)NC1CCCCc2sccc21 (centres undefined)	1.7	-1.0	5	1.9	-4	-5	4	-3	3	1.9
COc1ccc(/C=C2/SC(=S)NC2=O)cc1OCc1ccccc1	1.5	-3.1	-17	1.5	-5	17	-17	.	-3	-0.6
Cc1cccc(NC(=O)CSc2nc3c(oc4ccccc43)c(=O)n2-c2ccccc2)c1	1.9	-0.8	-22	5.8	10	22	-1	5	-1	1.9
O=C(C1CCCN(S(=O)(=O)c2cccnc2)C1)N1CCN(c2ccccn2)CC1 (centres undefined)	3.2	-0.6	8	2.9	3	-8	.	.	1	0.5
O=C(CSc1nnc(-c2ccccc2F)o1)NC(=O)Cc1ccccc1	0.8	-0.6	19	-0.3	-7	-19	-1	7	0	1.4
Cc1ccccc1C1NC(c2ccccc2C)C(C)C(=O)C1C (centres undefined)	1.4	0.3	3	1.0	2	-3	1	-4	-1	2.3
Cc1ccc(C(=O)N/C(=C\c2ccc(-c3cccc([N+](=O)[O-])c3)o2)C(=O)NCCCN(C)C)cc1	0.0	-0.5	-40	-2.0	-3	40	0	.	-1	-1.5
COc1cc(/C=N/NC(=O)CSc2nc3ccccc3n2C)cc(OC)c1OC	6.7	-1.0	-26	0.6	-9	26	1	10	-4	-2.6
CCN(CC)S(=O)(=O)N1CCC(C(=O)NCC2COc3ccccc3O2)CC1 (centres undefined)	.	.	-48	1.3	9	48	-5	8	.	1.5
C/C(N)=C(/C#N)C(=O)COC(=O)Cc1coc2cc(C)ccc12	0.3	8.3	19	2.7	-4	-19	-4	-5	-2	3.5
CN1C(C(=O)Nc2ccc(OC(F)(F)F)cc2)=CC(c2ccco2)=NS1(=O)=O	2.2	-2.0	6	1.8	4	-6	-2	10	2	1.2
CC(C)CCNC(=O)CCCOc1ccccc1	-1.4	-0.5	21	1.4	10	-21	.	-12	.	0.0
CC(=O)[C@H]1[C@H](C#N)C[C@H]2[C@@H]3CC=C4C[C@@H](O)CC[C@]4(C)[C@H]3CC[C@@]21C	4.9	-0.5	-1	1.8	8	29	0	17	-2	-3.8
COCCNC(=O)C(c1cccs1)N(C(=O)Cn1nnc2ccccc21)c1cccc(C)c1 (centres undefined)	2.3	-2.7	21	-1.5	-2	-21	2	4	.	1.2
Cc1ccc(SCCN)cc1C	3.8	-2.7	15	0.5	7	-15	0	6	-3	1.1
CN1CCN(C(=S)Nc2cc([N+](=O)[O-])ccc2Cl)CC1	4.4	-1.4	17	4.0	15	-17	-2	-1	-1	-0.8
COc1ccc(N2C(=O)CC(NC34CC5CC(CC(C5)C3)C4)C2=O)c(OC)c1 (centres undefined)	0.9	-0.1	1	-0.3	-7	-1	-3	-3	.	2.4
CCSc1nc2ccccc2n1S(=O)(=O)c1ccccc1	2.4	0.4	5	4.9	11	-5	.	-17	-1	1.9
CCCCNS(=O)(=O)c1ccc2nc(SCC(=O)c3ccc(C#N)cc3)[nH]c2c1	1.9	.	-28	-0.5	-2	28	-2	-6	.	-0.5
COc1cc(NS(=O)(=O)c2cccc3nsnc23)cc(OC)c1	2.0	-0.7	-10	2.2	-2	10	-1	-2	.	0.3
O=C(COC(=O)c1cccc(Br)c1)NCCc1ccc(F)cc1	3.3	-2.7	20	-0.5	-3	-20	-1	4	1	-2.3

5 entries picked at random from those above, as already listed:
SMILES	phage Ecoli inh	CAL PDZ FP-1	SR-BI uptake up	AddAB inh	Tat export inh	SR-BI DiI inh	CAL PDZ FP-2	MITF act	Wnt bcat act	E coli growth
COc1ccc(N2C(=O)CC(NC34CC5CC(CC(C5)C3)C4)C2=O)c(OC)c1 (centres undefined)	0.9	-0.1	1	-0.3	-7	-1	-3	-3	.	2.4
Cc1ccc(SCCN)cc1C	3.8	-2.7	15	0.5	7	-15	0	6	-3	1.1
CCSc1nc2ccccc2n1S(=O)(=O)c1ccccc1	2.4	0.4	5	4.9	11	-5	.	-17	-1	1.9
CN1CCN(C(=S)Nc2cc([N+](=O)[O-])ccc2Cl)CC1	4.4	-1.4	17	4.0	15	-17	-2	-1	-1	-0.8
CCCCNS(=O)(=O)c1ccc2nc(SCC(=O)c3ccc(C#N)cc3)[nH]c2c1	1.9	.	-28	-0.5	-2	28	-2	-6	.	-0.5

Additional results:
SMILES	phage Ecoli inh	CAL PDZ FP-1	SR-BI uptake up	AddAB inh	Tat export inh	SR-BI DiI inh	CAL PDZ FP-2	MITF act	Wnt bcat act	E coli growth
Cn1cc(Br)c(C(=O)NC(=S)Nc2ccc(S(N)(=O)=O)cc2)n1	3.9	.	6	2.6	1	-6	3	-5	-2	-0.5
O=C(c1cccc(C(F)(F)F)c1)C1CCCN(Cc2cccc(OCCO)c2)C1 (centres undefined)	4.8	-3.8	-3	-0.3	3	3	1	6	.	2.9
COc1ccc2c3n([n+]([O-])c2c1)CCN=C3c1ccc(C)cc1	-0.3	-0.4	9	6.4	4	-9	0	1	8	0.9
C/C(CC(=O)Nc1cc(Cl)ccc1C)=N\NC(N)=O	0.7	0.4	7	-0.6	3	-7	6	-10	2	-0.3
O=C(COC(=O)[C@@H]1CC(O)CN1S(=O)(=O)c1ccc(Cl)cc1)NC(=O)NCc1ccccc1 (some centres undefined)	-1.5	-1.8	26	3.8	-3	-26	-5	-6	0	-1.1
Cc1ccc(C(=O)NC(=S)Nc2cccc(NC(=O)c3ccccc3Cl)c2)cc1[N+](=O)[O-]	1.5	0.4	-30	3.5	1	30	-2	6	.	-1.1
C/C(=N\NC(=O)c1cc(C(C)C)[nH]n1)c1ccco1	5.1	-0.5	-4	5.0	8	4	5	35	-2	-1.8
CCC(C)[C@H](NC(=O)N1CCC(C)CC1)C(=O)OC (some centres undefined)	-0.1	-0.4	-11	0.0	0	11	52*	-3	2	-1.2
O=C(Nc1ccccc1F)C1CC1c1ccccc1 (centres undefined)	1.9	-1.3	26	1.4	2	-26	-5	38	8	0.4
CN(C)c1ccc(NC(=S)NC23CC4CC(CC(C4)C2)C3)cc1	1.4	-1.2	12	1.0	-2	-12	5	40	1	-2.3
COc1cc2c(-c3cc(F)cc(F)c3)c(-c3ccsc3)oc(=O)c2cc1OC	3.4	0.5	20	-0.4	-4	-20	1	-1	-7	-1.2
